Source: PubChem BioAssay
PI4K2A block: PI4K2A (human) kinase inhibition; activity change, negative = inhibition, % at 76.9 µM; purified PI4K2A, ADP-Glo luminescence, 1 h; hits give low values; 420,000 compounds, 0.13% hits; AID 1346378; Q9BTU6; in the data active = activity change below about -50%; inconclusive = mostly about -30% to -49%;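 note: -100% = wells without enzyme as full effect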
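ADP-Glo luminescence measured ADP generated by PI4K2A enzyme (4 ug/mL before mixing) with 1.2 mM PI substrate (pre-mix) and 300 microM ATP (pre-mix). Tris pH7.5 buffer with MgCl2, Triton X-100; 1 h reaction at ambient temperature.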
HP1b binding inh: inhibitors of HP1-beta chromodomain binding to methylated histone tails. P83916. AlphaScreen HP1-beta / biotin-H3K9me3 peptide binding. AID 540317. Potency, µM (series often up to 114 µM), for the others: at the highest dose activity change, negative = inhibition, usual class: inhibitors. 390,000 compounds, 0.56% hits; note: potency is the fitted concentration of half-maximal effect; nearly all actives have a fitted effect of over 70% in size; inactives centre near 23
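AlphaScreen: HP1-beta (50 nM) preformed 30 min with biotin-H3(1-18)K9me3 peptide (50 nM) in PBS pH 7.4, 0.01% Tween-20. Compound added for 30 min at RT, then streptavidin donor/nickel chelate acceptor beads (10 ug/mL) for 30 min.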
BAZ2B block: BAZ2B (human) inhibition; Q9UIF8; AlphaScreen BAZ2B-H3K14Ac peptide displacement; Potency, µM (highest dose often 114 µM), for inactives: at the top dose activity change, negative = inhibition, most hits filed as inhibitors; 360,000 compounds, 4.4% hits; note: potency is the fitted concentration of half-maximal effect; % is set by controls: 0 for no effect and ±100 for the full control effect; nearly all actives have a fitted effect of over 60% in size
Target sequence (Q9UIF8 whole entry, looked up): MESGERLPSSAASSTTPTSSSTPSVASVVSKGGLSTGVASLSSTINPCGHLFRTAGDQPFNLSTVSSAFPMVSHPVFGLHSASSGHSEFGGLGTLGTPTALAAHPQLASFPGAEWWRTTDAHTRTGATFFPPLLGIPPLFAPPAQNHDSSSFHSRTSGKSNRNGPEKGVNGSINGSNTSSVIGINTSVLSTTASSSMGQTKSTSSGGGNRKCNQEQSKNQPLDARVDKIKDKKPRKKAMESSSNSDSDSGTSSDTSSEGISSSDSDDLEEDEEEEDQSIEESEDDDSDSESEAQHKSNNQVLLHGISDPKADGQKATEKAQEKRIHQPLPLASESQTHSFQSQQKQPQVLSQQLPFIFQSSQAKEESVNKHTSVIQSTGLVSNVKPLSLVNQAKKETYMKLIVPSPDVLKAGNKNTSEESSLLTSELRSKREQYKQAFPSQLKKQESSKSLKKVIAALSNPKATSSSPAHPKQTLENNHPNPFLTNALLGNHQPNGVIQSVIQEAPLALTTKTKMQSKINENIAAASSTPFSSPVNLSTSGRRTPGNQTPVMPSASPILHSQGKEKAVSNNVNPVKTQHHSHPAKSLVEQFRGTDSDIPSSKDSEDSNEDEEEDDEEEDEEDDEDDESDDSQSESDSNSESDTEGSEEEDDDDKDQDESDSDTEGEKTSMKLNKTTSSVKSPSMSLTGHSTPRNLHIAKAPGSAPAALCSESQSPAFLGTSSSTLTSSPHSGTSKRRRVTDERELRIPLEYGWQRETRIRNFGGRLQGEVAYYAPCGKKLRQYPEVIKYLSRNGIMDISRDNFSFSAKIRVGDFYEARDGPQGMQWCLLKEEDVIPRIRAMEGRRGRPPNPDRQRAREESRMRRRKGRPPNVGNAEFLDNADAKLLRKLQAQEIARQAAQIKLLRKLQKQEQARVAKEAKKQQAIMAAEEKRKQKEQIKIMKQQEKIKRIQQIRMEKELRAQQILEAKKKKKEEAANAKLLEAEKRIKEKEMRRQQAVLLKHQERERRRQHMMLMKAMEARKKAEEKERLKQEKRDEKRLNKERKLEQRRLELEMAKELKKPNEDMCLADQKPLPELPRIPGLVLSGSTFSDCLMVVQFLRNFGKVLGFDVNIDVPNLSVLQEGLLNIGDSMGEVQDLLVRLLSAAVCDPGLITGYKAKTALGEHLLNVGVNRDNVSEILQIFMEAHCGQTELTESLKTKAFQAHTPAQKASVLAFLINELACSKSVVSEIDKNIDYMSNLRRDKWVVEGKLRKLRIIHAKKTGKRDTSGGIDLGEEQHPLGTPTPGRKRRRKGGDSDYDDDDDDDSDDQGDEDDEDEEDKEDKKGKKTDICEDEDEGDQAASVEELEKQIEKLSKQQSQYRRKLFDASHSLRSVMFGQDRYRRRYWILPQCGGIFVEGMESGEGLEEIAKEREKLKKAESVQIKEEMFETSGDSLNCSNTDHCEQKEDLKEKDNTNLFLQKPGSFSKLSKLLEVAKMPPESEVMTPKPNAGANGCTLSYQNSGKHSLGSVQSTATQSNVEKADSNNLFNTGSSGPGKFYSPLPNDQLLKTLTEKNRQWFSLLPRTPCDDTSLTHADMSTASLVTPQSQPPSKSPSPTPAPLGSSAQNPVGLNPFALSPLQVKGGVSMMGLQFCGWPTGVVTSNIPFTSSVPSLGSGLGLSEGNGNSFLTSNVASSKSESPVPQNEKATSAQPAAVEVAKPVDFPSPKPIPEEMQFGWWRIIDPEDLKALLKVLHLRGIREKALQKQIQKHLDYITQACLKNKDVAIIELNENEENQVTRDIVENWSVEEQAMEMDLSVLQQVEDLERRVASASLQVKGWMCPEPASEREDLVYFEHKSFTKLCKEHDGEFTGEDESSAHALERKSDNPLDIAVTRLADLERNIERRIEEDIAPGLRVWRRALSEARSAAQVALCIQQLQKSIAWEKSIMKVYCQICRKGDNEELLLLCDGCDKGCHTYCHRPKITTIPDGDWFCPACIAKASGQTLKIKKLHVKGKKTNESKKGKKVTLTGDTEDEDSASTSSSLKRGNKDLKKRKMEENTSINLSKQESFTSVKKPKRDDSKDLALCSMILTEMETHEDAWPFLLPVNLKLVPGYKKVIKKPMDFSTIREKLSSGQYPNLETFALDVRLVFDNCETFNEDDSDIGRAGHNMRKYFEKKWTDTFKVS
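Complex of BAZ2B and biotin-H3K14Ac (50 nM apiece) forms over 30 min at RT, then faces library compounds up to 110 uM for another 30 min; AlphaScreen beads added, 20 min dark incubation, luminescence read.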
ERG-DNA inh: inhibitors of human ERG Ets domain-DNA interaction. P11308. fluorescence polarization, His-ERG Ets domain / labelled DNA. Potency, µM (series often up to 76.9 µM), inactives show at the highest dose FP activity, negative = inhibition, most hits filed as inhibitors. 370,000 compounds, 0.028% hits; active = well fitted inhibition curve with a large enough effect in the polarisation, with a control signal flat; inconclusive = small, poorly fitted or top-dose-only effect, or effect the other way, or a change in a side signal; inactive = no such curve, though single readings can be large or run the other way; the % refers to the polarisation;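 note: polarization taken with two DNA probes labelled with fluorescein and Texas red; potency is the fitted concentration of half-maximal effect; % of control where 0% means no effect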
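His-tagged ERG Ets domain (1 uM in the protein solution; 300mM KCl, 50mM Tris-HCl, 1mM EDTA, 1mM DTT, pH 7.5) received compound, then a probe mix of 5 nM fluorescein-DNA and 100nM Texas-615-DNA. Fluorescence polarization was read for both dyes.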
G9a block: inhibitors of human histone lysine methyltransferase G9a; 350,000 compounds, 8.8% hits; G9a H3K9 monomethylation, AlphaScreen, 2 h; Q96KQ7; AID 504332; Potency, µM (top dose mostly 102 µM), inactives show top-dose activity, negative = inhibition, hits mostly inhibitors; note: potency is the fitted concentration of half-maximal effect; % is set by controls: 0 for no effect and ±100 for the full control effect; nearly all actives have a fitted effect of over 75% in size
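AlphaScreen detection with an anti-monomethyl H3K9 antibody quantified product after a 2 h room-temperature reaction containing 500 nM biotinylated H3K9 peptide, 20 µM SAM and 20 nM enzyme, which had been preincubated 15 min with compound.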
RGS4 inhibitor: inhibitors of human regulator of G protein signaling 4. 390,000 compounds, 0.039% hits. Transcreener GDP fluorescence polarization, RGS4-accelerated GTP hydrolysis. Potency, µM (series often up to 114 µM), inactives show at the highest dose activity change, negative = inhibition, hits mostly inhibitors. P49798; note: potency is the fitted concentration of half-maximal effect; % is set by controls: 0 for no effect and ±100 for the full control effect; nearly all actives have a fitted effect of over 75% in size; some results filed as inactive show a strong effect at the top dose
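MLSMR compounds (23 nl, pin-transferred) preincubated 10 min at room temperature with a 500nM (2x) first reagent, then RGS4 at 900nM (2x) plus Transcreener GDP mix added; fluorescence polarization (620/688 nm) read before and after 90 min at 30 °C.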
ALOX12 inh: inhibitors of human 12S-lipoxygenase ALOX12; P18054; purified 12hLO, xylenol orange hydroperoxide absorbance; Potency, µM (top dose mostly 108 µM), for inactives: top-dose activity change, negative = inhibition, actives largely listed as inhibitors; 580,000 compounds, 1.1% hits; note: potency is the fitted concentration of half-maximal effect; % is set by controls: 0 for no effect and ±100 for the full control effect
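Hydroperoxide product was detected by ferrous iron/xylenol orange as the 573 to 405 nm absorbance ratio. Arachidonic acid at 40 uM (final) was turned over for 30 min at room temperature by 150 nM human 12hLO, pH 7.0 Hepes buffer, after 15 min compound preincubation.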
GLS inh: glutaminase GLS (human) inhibition | O94925 | Potency, µM (doses to about 45.5 µM), inactives show at the highest dose activity change, negative = inhibition, usual class: inhibitors | 410,000 compounds, 0.21% hits | GLS enzymatic activity, qHTS titration; note: potency is the fitted concentration of half-maximal effect; % is set by controls: 0 for no effect and ±100 for the full control effect
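Human kidney-isoform GLS in 45 mM KH2PO4 pH 8.2, 0.02% Tween-20, with compound, started with 1mM L-Glutamine (added stock). Glutamate oxidase/HRP/Amplex red coupled fluorescence read at start and after 30 min at RT.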
JMJD2A Tudor: inhibitors of human JMJD2A Tudor domain. O75164. AlphaScreen JMJD2A-Tudor / H3K4me3 peptide binding. Potency, µM (doses to about 114 µM), without a hit: at the top dose activity change, negative = inhibition, actives largely listed as inhibitors. 390,000 compounds, 4.4% hits; note: potency is the fitted concentration of half-maximal effect; % is set by controls: 0 for no effect and ±100 for the full control effect; nearly all actives have a fitted effect of over 50% in size
The depositor's hits bear a star; ? = inconclusive; nt = no result given; & = joins results of further samples; ! = a repeat was not active; [ ] = dose if it differs, or a comment. Unless noted, calls come from the whole dose curve; as a rule, active = well fitted curve in the direction sought with a large enough effect; inconclusive = small, poorly fitted or top-dose-only effect, or another doubt; inactive = no such curve, though single readings can be large; an effect the other way counts as inactive or inconclusive.

SMILES	PI4K2A block	HP1b binding inh	BAZ2B block	ERG-DNA inh	G9a block	RGS4 inhibitor	ALOX12 inh	GLS inh	JMJD2A Tudor
CCN(C[C@H]1N[C@@](C)(C(=O)OC)[C@H]2C(=O)N(C)C(=O)[C@@H]12)C(=O)c1ccc(C(C)(C)C)cc1	-1	16%	nt	-1%	nt	-8%	-4%	2%	-30%
Nc1ncnc2c1ncn2C1CCCC(CO)O1 (stereo not drawn)	-14	23%[57 µM]	nt	-7%	nt	14%	0%	5%	-6%
CCc1ccc(OCC(=O)Nc2cc3oc4ccccc4c3cc2OC)c(Br)c1	4	30%	4%	-2%	8%[59 µM]	10%	-11%	-4%	-14%
CCCOc1ccc(C(CC(=O)O)NC(=O)CC(c2ccccc2)c2ccccc2)cc1 (stereo not drawn)	1	24%	-6%	3%	-37%	24%	-11%	4%	1%
C=CCNC(=S)Nc1cccc2ccccc12	-1	17%	-18%	nt	45µM*	-16%	-3%	-19%	-9%
COc1ccc(NC(=O)C2CCCN(C(=O)NC3CCCCC3)C2)cc1OC (stereo not drawn)	0	4%	24%	-4%	9%[59 µM]	7%	-15%	8%	-16%
CNC(=O)COC(=O)c1cc(NC(=O)c2ccco2)c(OC)c(OC)c1	1	23%	2%	11%	-43%[59 µM]	6%	0%	1%	-10%
CCCC(=O)Nc1ccc(-c2cn3cccnc3n2)cc1	0	19%[57 µM]	6%	11%	?	-7%	0%	0%	-14%
Cc1ncc(S(=O)(=O)C(C)(C)C)c(N)n1	1	7%	-1%	0%	-3%	7%	0%	4%	-3%
Clc1cccc(-c2nnc(-c3ccccc3)o2)c1	-9	68%[activator]	63%[activator]	11%	21%[12.7 µM]	4%	?	-4%	-25%
Cc1ccc(NC(=O)COc2cccc(-n3cnnn3)c2)cc1[N+](=O)[O-]	-1	16%	10%	-2%	-36%	?	-10%	-5%	-13%
CCOCCn1ccc2c(OCC(=O)Nc3cccc([N+](=O)[O-])c3)cccc2c1=O	-5	60%[activator]	0%	-2%	12%[59 µM]	-21%	-27%	1%	-10%
Cn1nccc1C(=O)NC(=S)Nc1sc2c(c1C#N)CCCCC2	-1	14%	-4%	5%	50µM*	16%	0%	30%[activator]	-9%
Cc1cc(C)c(S(=O)(=O)Nc2ccc(O)c(Sc3ncn[nH]3)c2)c(C)c1	-5	19%	?	1%	?	-6%	?	-11%	?
COc1ccc(-c2cc(C(F)F)n3ncc(C(=O)NCC4CCCO4)c3n2)cc1 (stereo not drawn)	-3	7%	3%	-2%	-39%	-16%	-26%	7%	-14%
CC1(C)N=C(N)NC(Nc2ccccc2Cl)=N1	4	19%	3%	3%	5%	6%	-9%	0%	-11%
NC(=O)CSc1n[nH]c(-c2ccco2)n1	4	36%	-18%	13%	-3%	-1%	-14%	-3%	-1%
COc1ccccc1/C=C/C(=O)OCC(=O)NCCC1=CCCCC1	-1	38%[activator]	-11%	-4%	19%	-5%	72%[activator]	-13%	-3%
Cc1ccccc1N1CCN(C2CCCN(C(=O)c3ccnn3C)C2)CC1 (stereo not drawn)	-8	9%	-7%	-2%	nt	-4%	4%	18%	-15%
COc1ccc(C)cc1N(C(=O)CNC(=O)c1ccco1)C(C(=O)NC1CCCC1)c1cccnc1 (stereo not drawn)	-7	12%	-2%	-3%	-3%	-27%	-11%	3%	-22%
CN(C)S(=O)(=O)c1ccc(C(=O)OCCn2cnc3c2c(=O)n(C)c(=O)n3C)cc1	-1	12%	-3%	-3%	-32%	20%	-4%	0%	2%
O=C(CCC1CCCC1)N1CCc2c([nH]c3ccccc23)C1c1ccc(F)cc1 (stereo not drawn)	-4	14%[57 µM]	-21%	1%	-7%[59 µM]	0%	0%	3%	-29%
COc1cccc(N2CCN(C(=O)CCCn3c(=O)[nH]c4ccc(Br)cc4c3=O)CC2)c1	2	-16%	-32%	-1%	?	14%	-17%	21%	?
CC(=O)NCCC(=O)Nc1cc(S(=O)(=O)N2CCCCC2)ccc1Oc1cccc(C)c1	0	10%	-3%	-6%	2%	5%	0%	7%	-13%
COc1ccc(C(C)NC(=O)c2ccncc2)cc1 (stereo not drawn)	1	52%[activator]	6%	-13%	5%	-30%	0%	4%	-7%

Some of these compounds in order of their number in JMJD2A Tudor, lowest first.
SMILES	PI4K2A block	HP1b binding inh	BAZ2B block	ERG-DNA inh	G9a block	RGS4 inhibitor	ALOX12 inh	GLS inh	JMJD2A Tudor
CCCC(=O)Nc1ccc(-c2cn3cccnc3n2)cc1	0	19%[57 µM]	6%	11%	?	-7%	0%	0%	-14%
Cc1ccc(NC(=O)COc2cccc(-n3cnnn3)c2)cc1[N+](=O)[O-]	-1	16%	10%	-2%	-36%	?	-10%	-5%	-13%
CC1(C)N=C(N)NC(Nc2ccccc2Cl)=N1	4	19%	3%	3%	5%	6%	-9%	0%	-11%

Going on with the list.
SMILES	PI4K2A block	HP1b binding inh	BAZ2B block	ERG-DNA inh	G9a block	RGS4 inhibitor	ALOX12 inh	GLS inh	JMJD2A Tudor
CCOc1cccc(N2C(=O)CC(N3CCN(c4nc5ccccc5s4)CC3)C2=O)c1 (stereo not drawn)	6	31%[activator]	-7%	-6%	26%[2.33 µM]	7%	4%	2%	-16%
COc1ccc(CC(=O)O/N=C(\N)c2ccccn2)cc1OC	5	32%	-1%	3%	nt	0%	0%	13%	-6%
Cc1cc(C)cc(C(=O)N(Cc2ccco2)c2c(N)n(Cc3ccccc3)c(=O)[nH]c2=O)c1	0	14%	-2%	nt	13%[2.33 µM]	4%	-3%	6%	-13%
C[N+](C)(C)C/C=C1/COCO1	0	-3%	-2%	4%	50µM*	-31%[11.4 µM]	11µM*!	-8%	?
O=C(NNC(=O)c1ccc(O)cc1O)c1ccc(-c2ccccc2)cc1	-1	9%	-28%	4%	2%	2%	0%	0%	-20%
CC1CCN(C(=O)Cn2c(=O)n(Cc3ccco3)c(=O)c3sccc32)CC1	-1	18%	-22%	11%	0%	-5%	-1%	-4%	-4%
CC(C)NCC(O)COc1cccc2ccccc12 (stereo not drawn)	2&-2	41%[activator]	0%	-4%	3.2µM*!	3%[56.9 µM]	0%&3%	-11%	-13%
COC(=O)c1c(S(=O)(=O)N2CCOCC2)c(C)n(C)c1C	4	12%	-5%	-1%	-7%	27%	2%	3%	-5%
CCOc1cc(N(CC)CC)ccc1/C=C(/C#N)c1nc2ccccc2[nH]1	7	9%	?	14%	1%[0.501 µM]	-8%	2%	5%	-10%
COc1ccc(Cl)cc1N1C(=N)SCC1=O	0	47%[activator]	0%	-3%	-3%	-37%	2%	-1%	-1%[57.1 µM]
CN1CCN(c2ccc(S(=O)(=O)N3CCCCC3)cc2[N+](=O)[O-])CC1	4	5%	-5%	-4%	-31%	-8%	?	0%	-20%
Cc1ccc(C2=NCCn3c2c2ccc([N+](=O)[O-])cc2[n+]3[O-])cc1	-2	5%	?	4%	14%[2.33 µM]	5%	-20%	11%	?
Cc1cccc(CCNC(=O)CN(C)S(=O)(=O)c2cnc[nH]2)c1	4	11%	?	0%	14%[59 µM]	-12%	-10%	6%	-5%
O=C(CCc1nnc(Cc2c[nH]c3ccccc23)o1)NC1CCCC1	-2	9%[57 µM]	-10%	-3%	-9%	5%	-18%	2%	-20%
Cc1ccc(Cl)cc1NC(=O)CN1C(=O)COc2ccc(S(=O)(=O)N3CCCCCC3)cc21	1	18%	-14%	1%	6%[59 µM]	-15%	-12%	5%	-12%
COC(=O)c1ccc(C2Nc3ccc(/C(C)=N/NC(=O)C(OC)c4ccccc4)cc3C3C=CCC32)cc1 (stereo not drawn)	3	-21%	56µM*	-12%	7.1µM*	?	?	13%	79µM*
N#C/C(C(N)=O)=C1/CCCN1Cc1ccccc1	2	17%	nt	-3%	nt	10%	0%	0%	1%
COc1cccc(CNCCc2c[nH]c3ccccc23)c1OCc1ccc(F)cc1	4	-30%	-31%	-2%	10%[2.33 µM]	6%	?	30%	?
CCN(CC)CCN(Cc1cc2cc3c(cc2[nH]c1=O)OCCO3)C(=S)NCCCN(C)C	-6	12%	3%	5%	-7%[0.501 µM]	22%	0%	5%	-3%
O=C(NNC(=O)c1ccccc1O)c1ccco1	-2	38%	nt	0%	1%	6%	2%	-4%	-4%
O=C(O)C1CCC(=O)N1C(=O)OCc1ccccc1 (stereo not drawn)	2	38%	18%	4%	71µM*	14%	63%[activator]	-1%	-1%
Cc1ccccc1C(=O)Nc1c(C)nc(Nc2ccccc2)nc1Nc1ccccc1	-1	33%	-1%	-5%	5%[59 µM]	-12%	?	6%	-5%
CC(C)Nc1nc2c(-c3cccc(Br)c3)nnn2c2ccccc12	0	34%	-8%	-7%	2%[59 µM]	21%	-15%	-8%	13%
Cc1nn(CC(=O)Nc2ccc3c(c2)nc(CN2CCCCC2)n3C)c(=O)c2ccccc12	-2	64%[activator]	4%	1%	-5%[12.7 µM]	-12%[11.4 µM]	19%&9%	-2%	-12%[11.4 µM]
c1ccc(CSCc2cn3ccsc3n2)cc1	4	28%	-37%	-10%	?	-17%	22%	-4%	-30%
CCOc1ccccc1/C=N/NC(=O)c1cccc(S(=O)(=O)N2CCOCC2)c1	1	7%	-8%	5%	5%	-13%	0%	4%	-28%
CC1CCCCN1CC(O)COCCC12CC3CC(CC(C3)C1)C2 (stereo not drawn)	-6	31%	-12%	-4%	-32%	24%	0%	6%	-10%

An excerpt, so the mix of outcomes need not match the whole.
